High-throughput results as filed in PubChem.
SRC2 inh: inhibits human steroid receptor coactivator 2; Q15596; HEK293 GAL4-SRC2 luciferase reporter, luminescence; inhibition, % at 9 µM; 370,000 compounds, 0.17% hits;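 active = inhibition above the mean inhibition of all tested compounds plus 3 SD, set per campaign, cut at about 52% in these data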;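 note: 0% = DMSO treated cells and 100% = cells given Gossypol at 36 µM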
NCOA1 inh: inhibits human SRC1 coactivator; inhibition, % at 3.6 µM; 360,000 compounds, 0.12% hits; Q15788; HEK293 GAL4-SRC1 luciferase reporter, luminescence;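 active = inhibition above the campaign mean plus 3 SD, with each screening campaign given its own cutoff, cut at about 60% in these data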;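 note: 0% = DMSO treated cells and 100% = gossypol at 36 µM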
Target sequence (Q15788 whole entry, looked up, the tested form may be a part): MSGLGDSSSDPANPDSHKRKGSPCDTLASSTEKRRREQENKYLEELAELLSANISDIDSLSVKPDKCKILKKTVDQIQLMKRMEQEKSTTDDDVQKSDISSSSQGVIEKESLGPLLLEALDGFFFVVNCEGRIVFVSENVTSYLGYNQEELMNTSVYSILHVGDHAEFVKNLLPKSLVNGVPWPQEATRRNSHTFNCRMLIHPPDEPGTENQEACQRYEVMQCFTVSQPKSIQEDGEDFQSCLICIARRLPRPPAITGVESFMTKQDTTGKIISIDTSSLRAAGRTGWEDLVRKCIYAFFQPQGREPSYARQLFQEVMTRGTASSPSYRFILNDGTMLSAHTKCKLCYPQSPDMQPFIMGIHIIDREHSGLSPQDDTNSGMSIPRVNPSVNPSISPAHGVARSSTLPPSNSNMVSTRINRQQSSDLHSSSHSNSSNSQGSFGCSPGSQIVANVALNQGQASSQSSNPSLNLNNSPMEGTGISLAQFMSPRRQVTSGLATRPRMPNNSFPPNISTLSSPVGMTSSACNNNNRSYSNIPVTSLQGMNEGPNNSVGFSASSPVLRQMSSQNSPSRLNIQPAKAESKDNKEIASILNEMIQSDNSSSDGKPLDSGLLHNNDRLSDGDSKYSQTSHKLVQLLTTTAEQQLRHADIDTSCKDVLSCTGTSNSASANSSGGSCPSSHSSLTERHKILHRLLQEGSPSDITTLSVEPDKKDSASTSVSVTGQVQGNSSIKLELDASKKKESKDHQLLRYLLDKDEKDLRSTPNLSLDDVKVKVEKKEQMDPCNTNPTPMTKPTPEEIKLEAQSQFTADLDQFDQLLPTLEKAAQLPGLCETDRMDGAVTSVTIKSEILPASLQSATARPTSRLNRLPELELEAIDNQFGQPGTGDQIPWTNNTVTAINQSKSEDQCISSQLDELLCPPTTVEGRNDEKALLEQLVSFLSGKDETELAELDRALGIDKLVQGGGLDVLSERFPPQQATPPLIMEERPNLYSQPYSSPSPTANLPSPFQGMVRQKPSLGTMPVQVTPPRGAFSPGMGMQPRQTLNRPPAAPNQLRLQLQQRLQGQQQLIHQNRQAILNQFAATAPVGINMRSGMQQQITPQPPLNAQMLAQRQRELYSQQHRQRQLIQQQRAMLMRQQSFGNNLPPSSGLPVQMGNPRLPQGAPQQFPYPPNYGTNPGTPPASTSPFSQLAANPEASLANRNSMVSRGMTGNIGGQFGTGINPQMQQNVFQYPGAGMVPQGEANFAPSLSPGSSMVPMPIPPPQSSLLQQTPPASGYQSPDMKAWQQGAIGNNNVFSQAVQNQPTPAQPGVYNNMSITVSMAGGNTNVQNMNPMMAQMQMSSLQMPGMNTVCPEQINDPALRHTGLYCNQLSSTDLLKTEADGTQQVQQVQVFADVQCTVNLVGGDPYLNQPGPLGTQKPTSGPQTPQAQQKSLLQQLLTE
SRC3 inh: inhibitors of human steroid receptor coactivator 3 (SRC3); HEK293 GAL4-SRC3 luciferase reporter, luminescence; 360,000 compounds, 0.17% hits; inhibition, % at 3.6 µM;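 active = inhibition above a per-campaign cutoff, the mean of all compounds plus 3 SD, cut at about 60% in these data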;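 note: 0% = DMSO-treated cells and 100% = gossypol-treated cells at 36 µM; higher means less SRC3-driven luciferase light from the GAL4 reporter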
TLR9-MyD88 block: inhibitors of human TLR9-MyD88 binding | Q9NR96+Q99836 | CHO BLA complementation TLR9-MyD88, CCF4 FRET ratio | inhibition, % at 4.98 µM | 340,000 compounds, 0.21% hits;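 active = inhibition above the mean over all tested compounds plus 3 SD, cut at about 21% in these data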;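 note: 0% = DMSO only wells and 100% = clavulanate BLA inhibitor control wells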
TWEAK Fn14 block: blocks TWEAK-Fn14 interaction in a reporter cell assay; 360,000 compounds, 2% hits; TWEAK-stimulated Fn14 reporter cells, luciferase luminescence, 8 h; inhibition, % at 10 µM; in the data active = inhibition above about 50%
NR5A2 inv ag: NR5A2 inverse agonism in reporter assay; O00482; HEK293T StAR-luciferase reporter, LRH-1 transfected, 24 h; inhibition, % at 3.6 µM; 360,000 compounds, 0.13% hits;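 active = inhibition above the mean inhibition of all tested compounds plus 3 SD, cut at about 73% in these data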;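 note: 0% = DMSO wells and 100% = reporter-only cells lacking LRH-1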
NOD2 RIPK2 PPI: inhibitors of human NOD2-RIPK2 interaction | O43353 | CHO BLA complementation NOD2-RIPK2, CCF4 ratio | inhibition, % at 4.98 µM | 360,000 compounds, 0.38% hits | AID 624267; in the data active = inhibition above about 21%;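 note: 0% = vehicle only and 100% = reference blocker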
ABHD5 PLIN5 PPI: inhibitors of human ABHD5-perilipin-5 interaction; Q00G26+Q8WTS1; Split G. princeps luciferase complementation, luminescence, 4 h; inhibition, % at 4 µM; 360,000 compounds, 0.78% hits; AID 602281;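 active = inhibition above the mean inhibition across every tested compound plus 3 SD, cut at about 22% in these data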;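 note: 0% = DMSO only wells and the 100% control is not disclosed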
NR2F2 inh: blocks human COUP-TFII nuclear receptor. P24468. HEK293T NGFI-A luciferase reporter, luminescence. inhibition, % at 8.6 µM. 370,000 compounds, 0.7% hits;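 active = inhibition above a per-plate cutoff, mean inhibition of test wells between control levels plus 3 SD, cut at about 38% in these data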;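 note: cells cotransfected with COUP-TFII expression vector driving the NGFI-A reporter; 0% = median of COUP-TF2 test wells and 100% = reporter-only cells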
Granule exo inh: blocks lytic granule exocytosis; TALL-104 LAMP-1 surface exposure, flow cytometry; cells stimulated with thapsigargin and PMA; inhibition, % at 10 µM; 360,000 compounds, 0.66% hits;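 active = inhibition above about 55%, limit read from the data; inconclusive = no clear call, values can overlap the other calls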
TROY NFkB inh: blocks TROY-dependent signaling in reporter cells; Q293 LMP1-TROYcd NF-kB luciferase reporter, 4 h; inhibition, % at 10 µM; 360,000 compounds, 0.98% hits;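 active = compounds whose plate-normalised and pattern-corrected inhibition of the luciferase reporter signal at the single screening dose is 50% or more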
Starred values were filed as active, the others as inactive. An excerpt. The share of hits here may be higher or lower than overall.

`CC(=O)CCc1oc2ccc(NC(C)=O)cc2c1-c1ccc(C)o1` gave NCOA1 inh 2.8, SRC3 inh -1.2, TLR9-MyD88 block -3.8, TWEAK Fn14 block -2.4, NR5A2 inv ag 9.5, NOD2 RIPK2 PPI -7.1, ABHD5 PLIN5 PPI 1.5, Granule exo inh 29.6 and TROY NFkB inh 30.8.
For COc1cc([C@@H]2OC[C@@H]3[C@H]2CO[C@@H]3c2ccc3c(c2)OCO3)ccc1O the results were SRC2 inh -7.6, NCOA1 inh 6.3, SRC3 inh -25.8, TLR9-MyD88 block -12.0, TWEAK Fn14 block -19.8, NR5A2 inv ag 15.5, NOD2 RIPK2 PPI -20.5, ABHD5 PLIN5 PPI -2.9, NR2F2 inh -0.5, Granule exo inh -5.3 and TROY NFkB inh -23.3.
CCCNC(=O)NC1CCCc2ccccc21 (stereo not given) was read as SRC2 inh -11.5, NCOA1 inh 8.8, SRC3 inh 12.7, TLR9-MyD88 block -6.8, TWEAK Fn14 block 10.3, NR5A2 inv ag 10.7, NOD2 RIPK2 PPI -9.8, ABHD5 PLIN5 PPI -4.2, NR2F2 inh 6.0, Granule exo inh -4.4 and TROY NFkB inh 3.7.
For N#Cc1nnn2c1nc(N)c1c(F)cccc12 the results were SRC2 inh 4.4, NCOA1 inh 3.3, SRC3 inh 13.4, TLR9-MyD88 block 2.5, TWEAK Fn14 block 7.5, NR5A2 inv ag 11.0, NOD2 RIPK2 PPI 2.6, ABHD5 PLIN5 PPI -1.3, NR2F2 inh 8.2, Granule exo inh -2.9 and TROY NFkB inh -13.6.
For O=C(Nc1nc2c(s1)CCc1ccccc1-2)c1cccs1 the results were SRC2 inh -33.5, NCOA1 inh -41.8, SRC3 inh -46.4, TLR9-MyD88 block -6.2, TWEAK Fn14 block 19.1, NR5A2 inv ag -45.8, NOD2 RIPK2 PPI -10.1, ABHD5 PLIN5 PPI -0.1, NR2F2 inh -20.6, Granule exo inh 3.1 and TROY NFkB inh -66.4.
For Cc1ccc(Cc2c(-c3ccc(C)cc3)nc3c4ccccc4ccn23)cc1 the results were SRC2 inh -21.6, NCOA1 inh -4.9, SRC3 inh -14.1, TLR9-MyD88 block 0.7, TWEAK Fn14 block 57.1*, NR5A2 inv ag -7.3, NOD2 RIPK2 PPI 9.7, ABHD5 PLIN5 PPI 9.6, NR2F2 inh 6.9, Granule exo inh -7.0 and TROY NFkB inh 54.4*.
For O=C(COC(=O)CSc1ccc([N+](=O)[O-])cc1)NCCc1ccccc1 the results were SRC2 inh 10.1, NCOA1 inh -10.3, SRC3 inh -13.5, TLR9-MyD88 block -4.0, TWEAK Fn14 block 1.5, NR5A2 inv ag 9.2, NOD2 RIPK2 PPI -12.7, ABHD5 PLIN5 PPI 10.0, NR2F2 inh -10.4, Granule exo inh 0.9 and TROY NFkB inh -1.5.
`CCOc1ccc2cc(S(=O)(=O)N3CCCCC3)ccc2c1` gave SRC2 inh -2.2, NCOA1 inh -26.8, SRC3 inh -4.2, TLR9-MyD88 block -0.7, TWEAK Fn14 block 11.1, NR5A2 inv ag 10.1, NOD2 RIPK2 PPI 5.5, ABHD5 PLIN5 PPI -1.7, NR2F2 inh 3.5, Granule exo inh 7.7 and TROY NFkB inh -1.7.
Screening CCOC(=O)CN1C(=O)S/C(=C/C=C/c2ccc(N(C)C)cc2)C1=O returned SRC2 inh -15.9, NCOA1 inh -41.7, SRC3 inh -58.1, TLR9-MyD88 block -1.3, TWEAK Fn14 block -29.7, NR5A2 inv ag -22.1, NOD2 RIPK2 PPI -1.3, ABHD5 PLIN5 PPI -1.6, NR2F2 inh -4.9, Granule exo inh -1.8 and TROY NFkB inh -22.1.
Cc1ccc(C23CC4CC(CC(C(=O)NCC(=O)O)(C4)C2)C3)cc1 was read as SRC2 inh -13.8, NCOA1 inh 5.7, SRC3 inh 4.0, TLR9-MyD88 block -4.3, TWEAK Fn14 block 4.9, NR5A2 inv ag 0.1, NOD2 RIPK2 PPI -8.5, ABHD5 PLIN5 PPI -4.1, NR2F2 inh 3.3, Granule exo inh inconclusive and TROY NFkB inh -4.7.
For Cc1cc(C)c(C#N)c(N2CCCC2)n1 the results were SRC2 inh -6.9, NCOA1 inh -7.6, SRC3 inh 7.7, TLR9-MyD88 block -4.1, TWEAK Fn14 block 6.8, NR5A2 inv ag -0.5, NOD2 RIPK2 PPI -1.8, ABHD5 PLIN5 PPI -3.1, NR2F2 inh -14.0, Granule exo inh 0.6 and TROY NFkB inh 10.9.
COc1ccccc1CN1C(=O)CN(C2CCCCCC2)C(=O)C1c1ccc(F)cc1 (stereo not given) was read as SRC2 inh -14.6, NCOA1 inh -5.9, SRC3 inh 17.7, TLR9-MyD88 block -0.1, TWEAK Fn14 block 2.3, NR5A2 inv ag 5.7, NOD2 RIPK2 PPI 7.6, ABHD5 PLIN5 PPI -4.5, NR2F2 inh -7.4, Granule exo inh -1.0 and TROY NFkB inh -6.3.
COc1ccc(-c2c(C(=O)c3ccccc3)[nH]c(N)c2C(N)=O)cc1OC was read as SRC2 inh 10.8, TWEAK Fn14 block 1.8, NR5A2 inv ag -27.9, NOD2 RIPK2 PPI 5.6, ABHD5 PLIN5 PPI 3.7, NR2F2 inh -14.6, Granule exo inh -4.5 and TROY NFkB inh 11.4.
COc1ccc(NC(=O)CC2C(=O)N(c3ccccc3)C(=O)N2CCc2cccs2)cc1 (stereo not given) was read as SRC2 inh 10.4, NCOA1 inh -6.9, SRC3 inh 4.0, TLR9-MyD88 block -7.1, TWEAK Fn14 block -5.5, NR5A2 inv ag -27.7, NOD2 RIPK2 PPI -3.2, ABHD5 PLIN5 PPI -1.4, NR2F2 inh -1.8, Granule exo inh -1.0 and TROY NFkB inh 13.4.
`CCOC(=O)C1CCCN(C(=O)c2ccc(NC(=O)CC3SC(N4CCCC4)=NC3=O)cc2)C1` (stereo not given) gave SRC2 inh -26.8, NCOA1 inh -16.6, SRC3 inh -20.5, TLR9-MyD88 block 0.2, TWEAK Fn14 block -11.9, NR5A2 inv ag -8.5, NOD2 RIPK2 PPI 8.8, ABHD5 PLIN5 PPI -8.2, NR2F2 inh -5.5, Granule exo inh 15.0 and TROY NFkB inh -26.1.
`CSc1nsc(SC)c1NC(=O)Nc1ccccn1` gave SRC2 inh 18.9, NCOA1 inh 21.9, SRC3 inh 14.1, TLR9-MyD88 block -2.7, TWEAK Fn14 block 0.4, NR5A2 inv ag 7.7, NOD2 RIPK2 PPI 5.2, ABHD5 PLIN5 PPI 0.0, NR2F2 inh -7.8, Granule exo inh 0.5 and TROY NFkB inh 1.2.
Cn1c(=O)c2c(nc3n2CC(COc2ccc(Cl)cc2)O3)n(C)c1=O (stereo not given) was read as SRC2 inh 25.8, NCOA1 inh 0.1, SRC3 inh -19.9, TLR9-MyD88 block 7.9, TWEAK Fn14 block 5.1, NR5A2 inv ag 15.6, NOD2 RIPK2 PPI -4.5, ABHD5 PLIN5 PPI -1.8, NR2F2 inh 7.3, Granule exo inh -2.7 and TROY NFkB inh -4.4.
FC(F)(F)c1cc(CCN2CCNC[C@H]2Cc2cccc3ccccc23)cc(C(F)(F)F)c1 was read as SRC2 inh -6.6, NCOA1 inh -3.7, SRC3 inh -12.1, TLR9-MyD88 block -13.5, TWEAK Fn14 block -4.6, NR5A2 inv ag -22.6, NOD2 RIPK2 PPI 7.5, ABHD5 PLIN5 PPI 0.5, NR2F2 inh 1.9, Granule exo inh 15.0 and TROY NFkB inh -7.4.
O=C(CN1CCN(CC(=O)Nc2ccccc2Cl)CC1)Nc1ccc2c(c1)OCCO2 was read as SRC2 inh -38.5, NCOA1 inh -2.5, SRC3 inh -0.4, TLR9-MyD88 block -7.3, TWEAK Fn14 block -4.2, NR5A2 inv ag 45.1, NOD2 RIPK2 PPI 4.0, ABHD5 PLIN5 PPI -2.2, NR2F2 inh -4.6, Granule exo inh -0.2 and TROY NFkB inh -7.2.
`Cc1ccc(C(=O)OCc2nnc(-c3ccccc3)o2)cc1S(=O)(=O)N1CCOCC1` gave SRC2 inh 9.5, NCOA1 inh -9.0, SRC3 inh -3.8, TLR9-MyD88 block -1.6, TWEAK Fn14 block -7.3, NR5A2 inv ag -15.6, NOD2 RIPK2 PPI -6.1, ABHD5 PLIN5 PPI 0.7, NR2F2 inh -8.9, Granule exo inh -7.2 and TROY NFkB inh 18.6.

Reprinted from the part before: 2 compounds, then new ones.
O=C(CN1CCN(CC(=O)Nc2ccccc2Cl)CC1)Nc1ccc2c(c1)OCCO2 was read as SRC2 inh -38.5, NCOA1 inh -2.5, SRC3 inh -0.4, TLR9-MyD88 block -7.3, TWEAK Fn14 block -4.2, NR5A2 inv ag 45.1, NOD2 RIPK2 PPI 4.0, ABHD5 PLIN5 PPI -2.2, NR2F2 inh -4.6, Granule exo inh -0.2 and TROY NFkB inh -7.2.
`Cc1ccc(C(=O)OCc2nnc(-c3ccccc3)o2)cc1S(=O)(=O)N1CCOCC1` gave SRC2 inh 9.5, NCOA1 inh -9.0, SRC3 inh -3.8, TLR9-MyD88 block -1.6, TWEAK Fn14 block -7.3, NR5A2 inv ag -15.6, NOD2 RIPK2 PPI -6.1, ABHD5 PLIN5 PPI 0.7, NR2F2 inh -8.9, Granule exo inh -7.2 and TROY NFkB inh 18.6.
For Cc1ccc(-n2nc3cc(C)c(NC(=O)c4cccnc4)cc3n2)cc1 the results were SRC2 inh -16.8, NCOA1 inh -20.3, SRC3 inh -4.3, TLR9-MyD88 block 7.3, TWEAK Fn14 block 8.3, NR5A2 inv ag -16.0, NOD2 RIPK2 PPI -1.5, ABHD5 PLIN5 PPI 7.5, NR2F2 inh -2.0 and Granule exo inh 18.4.
CCc1ccc(NC(=O)CSC2=C(C#N)C(c3ccc4c(c3)OCO4)CC(=O)N2)cc1 (stereo not given) was read as SRC2 inh 30.2, NCOA1 inh 1.4, SRC3 inh 3.8, TLR9-MyD88 block 3.3, TWEAK Fn14 block -8.5, NR5A2 inv ag 5.8, NOD2 RIPK2 PPI -13.2, ABHD5 PLIN5 PPI -1.6, NR2F2 inh 0.1, Granule exo inh -0.6 and TROY NFkB inh 22.2.
For CCOC(=O)c1c(C)[nH]c(C(=O)CN2C(=O)NC(CC)(c3ccccc3)C2=O)c1C (stereo not given) the results were SRC2 inh -29.4, NCOA1 inh 5.0, SRC3 inh 14.8, TLR9-MyD88 block -7.1, TWEAK Fn14 block 28.6, NR5A2 inv ag -11.5, NOD2 RIPK2 PPI -1.7, ABHD5 PLIN5 PPI -1.3, NR2F2 inh -11.7, Granule exo inh 3.3 and TROY NFkB inh 0.9.
Screening CCC(C(=O)NC1CCCCC1)N(C(=O)c1snc(C(N)=O)c1N)c1ccc(OC)cc1OC (stereo not given) returned SRC2 inh 17.1, NCOA1 inh 9.4, SRC3 inh 1.0, TLR9-MyD88 block 6.2, TWEAK Fn14 block 17.0, NR5A2 inv ag 4.5, NOD2 RIPK2 PPI -2.5, ABHD5 PLIN5 PPI -9.1, NR2F2 inh 5.3, Granule exo inh 3.2 and TROY NFkB inh -3.1.
For Cc1ccc2c(c1)CCCN2CC(=O)Nc1cc(S(=O)(=O)N2CCCC2)ccc1Cl the results were SRC2 inh -10.3, NCOA1 inh 1.7, SRC3 inh -14.5, TLR9-MyD88 block 0.4, TWEAK Fn14 block 0.4, NR5A2 inv ag -6.0, NOD2 RIPK2 PPI 0.9, ABHD5 PLIN5 PPI 2.0, NR2F2 inh 11.7, Granule exo inh -1.1 and TROY NFkB inh -7.0.
